HP1b binding inh: inhibitors of HP1-beta chromodomain binding to methylated histone tails | P83916 | AlphaScreen HP1-beta / biotin-H3K9me3 peptide binding | Potency, µM (highest dose often 114 µM), without a hit: at the highest dose activity change, negative = inhibition, hits mostly inhibitors | hit rate 0.56% among 390,000; further: potency means the concentration at half of the fitted maximal effect; nearly all actives have a fitted effect of over 70% in size; inactives centre near 23
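AlphaScreen: HP1-beta (50 nM) preformed 30 min with biotin-H3(1-18)K9me3 peptide (50 nM) in PBS pH 7.4, 0.01% Tween-20. Compound added for 30 min at RT, then streptavidin donor/nickel chelate acceptor beads (10 ug/mL) for 30 min.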
BAZ2B block: BAZ2B (human) inhibition. Q9UIF8. AlphaScreen BAZ2B-H3K14Ac peptide displacement. Potency, µM (doses to about 114 µM), without a hit: at the top dose activity change, negative = inhibition, actives largely listed as inhibitors. hit rate 4.4% among 360,000. AID 504333; further: potency means the concentration at half of the fitted maximal effect; on the % scale 0 is the no-effect control and ±100 the full control effect; nearly all actives have a fitted effect of over 60% in size
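Protein-peptide AlphaScreen: BAZ2B 50 nM, b-H3K14Ac 50 nM, 1x PBS pH 7.4 + 0.01% Tween-20. Preincubation 30 min RT; cpd 30 min RT (top 110 uM); beads 20 min RT, light-protected.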
PGK inhibitor: inhibitors of T. brucei phosphoglycerate kinase; hit rate 0.043% among 380,000; Potency, µM (titrated, usually from 57.5 µM), inactives show top-dose activity change, negative = inhibition, usual class: inhibitors; PGK/GAPDH coupled, Kinase-Glo luminescence, 60 min; P07378; further: potency means the concentration at half of the fitted maximal effect; on the % scale 0 is the no-effect control and ±100 the full control effect; nearly all actives have a fitted effect of over 60% in size
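Recombinant glycosomal PGK reaction used 1,3-bisphosphoglycerate generated in-well by GAPDH (100nM final) in 100mM TEA pH 7.6, 5mM MgCl2, 0.01% Tween-20. After 60 minutes at room temperature, ATP was read by Kinase-Glo Plus luminescence end-point.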
GLS inhibitor: inhibitors of human glutaminase (GLS). Potency, µM (series often up to 45.5 µM), inactives show at the highest dose activity change, negative = inhibition, most hits filed as inhibitors. GLS enzymatic activity, qHTS titration. hit rate 0.21% among 410,000. O94925; further: potency means the concentration at half of the fitted maximal effect; on the % scale 0 is the no-effect control and ±100 the full control effect
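Read-out is an Amplex red fluorescence increase coupled through glutamate oxidase and HRP, measured before and after 30 min room-temperature incubation. hKGA is in 45 mM KH2PO4 (pH 8.2) with 0.02% Tween-20; glutamine added as 1mM solution.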
PI4K2A block: PI4K2A (human) kinase inhibition | activity change, negative = inhibition, % at 76.9 µM | Q9BTU6 | hit rate 0.13% among 420,000 | purified PI4K2A, ADP-Glo luminescence, 1 h; stronger effect = lower value | AID 1346378; in the data active means activity change below about -50%; inconclusive means mostly about -30% to -49%;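 further: -100% = wells without enzyme as full effect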
Target sequence (Q9BTU6 whole entry, looked up): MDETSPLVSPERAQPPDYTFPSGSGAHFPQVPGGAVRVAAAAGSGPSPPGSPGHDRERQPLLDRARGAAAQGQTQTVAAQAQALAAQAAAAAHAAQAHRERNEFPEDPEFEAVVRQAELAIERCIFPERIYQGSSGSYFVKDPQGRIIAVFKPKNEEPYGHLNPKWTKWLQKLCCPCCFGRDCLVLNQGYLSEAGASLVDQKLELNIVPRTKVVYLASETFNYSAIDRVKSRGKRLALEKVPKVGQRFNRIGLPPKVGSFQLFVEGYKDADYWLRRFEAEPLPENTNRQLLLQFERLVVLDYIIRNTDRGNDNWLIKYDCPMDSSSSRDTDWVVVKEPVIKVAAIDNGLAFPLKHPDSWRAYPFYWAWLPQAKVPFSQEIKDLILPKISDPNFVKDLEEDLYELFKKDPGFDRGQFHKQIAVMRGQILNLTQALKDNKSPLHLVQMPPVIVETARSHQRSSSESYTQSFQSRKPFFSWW
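PI4K2A activity was measured by ADP-Glo luminescence: enzyme (4 ug/mL stock) and phosphatidylinositol (1.2 mM stock) in Tris pH 7.5/MgCl2/EGTA/Triton X-100 buffer were reacted with ATP (300 microM stock) for one hour at ambient temperature.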
G9a inh: inhibitors of human histone lysine methyltransferase G9a. G9a H3K9 monomethylation, AlphaScreen, 2 h. AID 504332. Potency, µM (series often up to 102 µM), inactives show top-dose activity, negative = inhibition, most hits filed as inhibitors. hit rate 8.8% among 350,000; further: potency means the concentration at half of the fitted maximal effect; on the % scale 0 is the no-effect control and ±100 the full control effect; nearly all actives have a fitted effect of over 75% in size
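Step 1: enzyme (final 20 nM) with compound, 15 min RT. Step 2: substrate peptide 500 nM and SAM 20 uM, 2 h RT. Step 3: anti-H3K9me1 antibody and AlphaScreen beads, 10 min, then plate read.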
ERG Ets-DNA blk: blocks human ERG Ets domain binding to DNA | P11308 | fluorescence polarization, His-ERG Ets domain / labelled DNA | Potency, µM (titrated, usually from 76.9 µM), inactives show at the highest dose FP activity, negative = inhibition, hits mostly inhibitors | hit rate 0.028% among 370,000; active means well fitted inhibition curve with a large enough effect in the polarisation, with a control signal flat; inconclusive means small, poorly fitted or top-dose-only effect, or effect the other way, or a change in a side signal; inactive means no such curve, though single readings can be large or run the other way; the % refers to the polarisation;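 further: polarization taken with two DNA probes labelled with fluorescein and Texas red; potency means the concentration at half of the fitted maximal effect; % of control where 0% means no effect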
Target sequence (P11308 whole entry, looked up, the tested form may be a part): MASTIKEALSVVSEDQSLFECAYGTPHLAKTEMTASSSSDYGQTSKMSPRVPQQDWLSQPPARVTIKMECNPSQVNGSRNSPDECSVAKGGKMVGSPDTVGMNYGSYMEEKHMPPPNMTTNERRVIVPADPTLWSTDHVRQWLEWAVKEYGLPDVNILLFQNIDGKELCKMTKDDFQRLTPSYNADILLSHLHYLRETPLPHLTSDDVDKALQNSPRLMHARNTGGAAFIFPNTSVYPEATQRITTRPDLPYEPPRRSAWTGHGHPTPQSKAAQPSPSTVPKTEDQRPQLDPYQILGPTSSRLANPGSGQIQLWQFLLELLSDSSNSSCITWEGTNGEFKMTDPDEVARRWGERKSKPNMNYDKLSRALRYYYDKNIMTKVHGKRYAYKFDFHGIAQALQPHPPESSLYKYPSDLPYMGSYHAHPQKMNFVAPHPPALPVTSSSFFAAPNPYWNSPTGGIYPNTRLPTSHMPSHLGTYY
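His-tagged ERG Ets domain (1 uM in the protein solution; 300mM KCl, 50mM Tris-HCl, 1mM EDTA, 1mM DTT, pH 7.5) received compound, then a probe mix of 5 nM fluorescein-DNA and 100nM Texas-615-DNA. Fluorescence polarization was read for both dyes.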
Pin1 inh: human Pin1 inhibition. Potency, µM (top dose mostly 115 µM), without a hit: at the highest dose activity, negative = inhibition, usual class: inhibitors. hit rate 0.009% among 390,000. Q13526. Pin1 FP peptide displacement, HiFluor488, 10 min; active means well fitted inhibition curve with a large enough effect in the polarisation, with a control signal flat, not every such curve was filed as active; inconclusive means small, poorly fitted or top-dose-only effect, or effect the other way, or a change in a side signal; inactive means no such curve, though single readings can be large or run the other way; the % refers to the polarisation; further: potency means the concentration at half of the fitted maximal effect; on the % scale 0 is the no-effect control and ±100 the full control effect
JMJD2A Tudor: JMJD2A Tudor domain (human) inhibition; Potency, µM (highest dose often 114 µM), for inactives: top-dose activity change, negative = inhibition, most hits filed as inhibitors; hit rate 4.4% among 390,000; AlphaScreen JMJD2A-Tudor / H3K4me3 peptide binding; further: potency means the concentration at half of the fitted maximal effect; on the % scale 0 is the no-effect control and ±100 the full control effect; nearly all actives have a fitted effect of over 50% in size
The depositor's hits bear a star; i = inactive; ? = inconclusive; nt = no result given; [ ] = remark or other dose. Unless noted, the call rests on the fitted dose curve; in most records, active means well fitted curve in the direction sought with a large enough effect; inconclusive means small, poorly fitted or top-dose-only effect, or another doubt; inactive means no such curve, though single readings can be large; an effect the other way counts as inactive or inconclusive.

SMILES,HP1b binding inh,BAZ2B block,PGK inhibitor,GLS inhibitor,PI4K2A block,G9a inh,ERG Ets-DNA blk,Pin1 inh,JMJD2A Tudor
O=S(=O)(NCC(c1ccco1)N1CCOCC1)c1ccc(Br)cc1 (stereo unspecified),20%,-10%,-12%,-2%,-2,-10%[59 µM],-9%,-1%,-8%
Cc1cccc(NC(=O)C2CCCN2C(=O)Oc2ccccc2)c1C (stereo unspecified),23%,3%,-7%,-3%,4,-2%[59 µM],-6%,3%,-5%
CCC(C)N(CCNC(=O)c1ccc2c(c1)NC(=O)c1ccccc1S2)C1CCCCC1 (stereo unspecified),33%[activator],-14%,i,15%,-9,10%[59 µM],4%,0%,-32%
CCOC(=O)c1c(NC(=O)CSc2cn(CCNC(=O)c3ccccc3F)c3ccccc23)sc2c1CCC2,2%,-38%,3%,13%,4,?,-8%,25%,-25%
C=CCn1c(CNC(=O)c2ccco2)nnc1SCC(=O)Nc1cccc(Br)c1,5%,-25%,-2%,-8%,5,22%[2.33 µM],7%,1%,-25%
CC(=O)Nc1ccc(S(=O)(=O)Nc2cccc(-c3csc(C)n3)c2)cc1,39%,-6%,-9%,-5%,1,9%[0.501 µM],-4%,-1%,-5%
O=C(CCNC(=O)c1ccc([N+](=O)[O-])cc1)NCc1ccccc1,18%,-3%,i,2%,5,-10%,0%,-4%,-10%
CC(NC(=O)c1cc(Br)ccc1Cl)c1ccccc1 (stereo unspecified),30%,11%,0%,0%,-2,nt,-9%,-2%,-8%
Cc1ccc(Cl)cc1N1CCN(C(=O)CCn2c(=O)c3cccn3c3cccnc32)CC1,24%,-18%,-10%,2%,5,-7%[59 µM],0%,-2%,-27%
O=C(COn1nnc2ccc(Cl)cc21)NCc1ccccc1,16%,14%,11%,18%,1,12%,-2%,0%,2%
COc1ccc(N2CCN(Cc3nc4ccccc4n3C)CC2)cc1,-11%,?,-5%,28%,-2,?,5%,2%,?
Cc1cc(C(=O)Nc2sc3c(c2C#N)CCC(C(C)(C)C)C3)no1 (stereo unspecified),-2%,?,-8%,4%,12,?,-5%,1%,-10%
COc1ccc(CCn2c(O)c(C3=c4ccccc4=NC3=O)sc2=S)cc1OC,15%,-12%,-6%,-3%,3,nt,24%,-2%,-23%
COc1ccc(-c2nnn(CC(=O)N(CC(=O)NC3CCCC3)Cc3ccco3)n2)cc1OC,13%,-29%,-1%,-10%,0,18%[12.7 µM],8%,1%,-8%
CCC(=O)N1CCCc2cc(S(=O)(=O)N3CCN(c4ccccc4F)CC3)ccc21,26%,8%,2%,2%,-5,-49%,1%,6%,-11%

SMILES,HP1b binding inh,BAZ2B block,PGK inhibitor,GLS inhibitor,PI4K2A block,G9a inh,ERG Ets-DNA blk,Pin1 inh,JMJD2A Tudor
CC(C)(C)/C(O)=C/c1nc2ccccc2[nH]c1=O,8%,5%,9%,3%,2,?,-8%,10%,-8%
CCCCNC(=O)CNC(=S)N(Cc1ccc(C)cc1)Cc1ccco1,-16%,-37%,4%,4%,-14,28µM*,4%,?,-33%
Cc1ccc(S(=O)(=O)NCC(=O)OCC(=O)Nc2cccc(S(=O)(=O)NC3=NCCCCC3)c2)cc1C,31%,-14%,-8%,5%,1,-33%,-2%,-4%,-18%
Cc1ccc(NC(=O)c2cc([N+](=O)[O-])ccc2N2CCOCC2)cc1C,5%,-27%,1%,-4%,7,19%[0.501 µM],12%,-3%,?
COc1cc(O)c(CCC(=O)c2cc(OC)c(OC)c(OC)c2)c(OC)c1,4%,-30%,-3%,15%,-6,-5%[59 µM],3%,-7%,-23%
Cc1cccc(NC(=O)c2ccc(S(=O)(=O)N(C)CC3CCCO3)cc2)c1C (stereo unspecified),32%,nt,-3%,0%,-5,nt,-6%,0%,-3%
CC(=O)c1cc(Cl)ccc1OCc1cccc(S(=O)(=O)N2CCOCC2)c1,21%,-1%,-10%,1%,6,10%,18%,15%,-10%
O=C(Nc1cc(S(=O)(=O)Nc2ccccc2Cl)ccc1O)c1sc2cc(Cl)ccc2c1Cl,36%[activator],-24%,-2%,-5%,0,-2%,-15%,12%,-6%
O=C(O)c1ccc(S(=O)(=O)c2ccc3c(c2)C(=O)N(NC(=O)c2ccncc2)C3=O)cc1,-9%,-23%,-7%,11%,2,50µM*,5%,-13%,-14%
NC(=O)[C@@H]1CCCN1Cc1nc(-c2ccc(C(F)(F)F)cc2)no1,67%[activator],-22%,nt,-9%,3,16%,-13%,-2%,-3%
Cc1ccc(NC(=O)CCCn2nc(C)c3c(C)n(-c4ccccc4)nc3c2=O)cc1Cl,73%[activator],2%,-3%,0%,2,-4%[59 µM],-1%,-1%,11%
Cc1ccc(S(=O)(=O)SCCCSS(=O)(=O)c2ccc(C)cc2)cc1,7.1µM*,nt,-9%,15%,-1,nt,8%,-12%,2.8µM*
Cc1nnc(NC(=O)CSc2nc(C3CCCCC3)nc3ccccc23)s1,23%,12%,-10%,9%,0,11%[59 µM],nt,-12%,-25%
CC1=C(C)CC(C(=O)Nc2nc(-c3ccc(F)cc3)c(C)s2)C(C(=O)O)C1 (stereo unspecified),27%,-32%,13%,24%,0,8%[59 µM],3%,-4%,-13%
CCCCNC1=C(Br)C(=O)CC(C)(C)C1,13%,6%,4%,5%,-7,-9%[59 µM],-2%,2%,-18%

SMILES,HP1b binding inh,BAZ2B block,PGK inhibitor,GLS inhibitor,PI4K2A block,G9a inh,ERG Ets-DNA blk,Pin1 inh,JMJD2A Tudor
Cc1ccccc1N1CCN(C(=O)c2ccccc2NC(=O)/C=C\C(=O)O)CC1,49%[activator],-7%,-1%,13%,9,11%[12.7 µM],-1%,-4%,-12%
C[C@H](NC(=O)c1cc2cc(Cl)ccc2n1C)C(=O)N1CCC[C@H]1C(=O)O,56%[activator],-30%,-7%,-2%,-3,nt,-11%,0%,-7%
Cc1ccc(C)c(OCC(O)CN2CCC(C)CC2)c1C (stereo unspecified),-38%,50µM*,-2%,-8%,-3,?,9%,1%,-23%[11.4 µM]
Cc1cccc(OCC(=O)Nc2cc(S(=O)(=O)N3CCCCC3)ccc2N2CCN(C)CC2)c1,4%[57 µM],nt,-9%,-5%,4,-19%,-8%,1%,-27%
Cc1ccc(S(=O)(=O)Nc2ccc3c(c2)c(C(=O)OC(C)C)c(C)n3S(=O)(=O)c2ccc(C)cc2)cc1,34%,-18%,-2%,1%,5,-33%[59 µM],7%,16%,-21%
CC(NC(=O)c1nn(C)c(=O)c2ccccc12)c1ccc(F)cc1 (stereo unspecified),13%,?,-10%,-1%,-3,8%[12.7 µM],nt,2%,-9%
O=C(c1cccc2ccccc12)N1CCN(c2ccc([N+](=O)[O-])c(N3CCOCC3)c2)CC1,-1%,?,i,-16%,0,-22%[59 µM],-8%,-2%,?
O=C(COc1ccccc1)N1CCN(c2ncnc3c2cnn3-c2ccccc2)CC1,26%,-4%,1%,-7%,2,-12%[12.7 µM],13%,-5%,0%
CC(O)C(=O)N/N=C/c1cccc2ccccc12 (stereo unspecified),36%,-5%,-9%,1%,-2,3%[59 µM],-1%,0%,-2%
Cc1nc2ccccn2c1C(=O)NNC(=O)Nc1cccc(C(F)(F)F)c1,38%,-3%,7%,22%,1,nt,-4%,-6%,-6%
CCN(CC)S(=O)(=O)c1cccc(NC(=O)COC(=O)c2cncc(Br)c2)c1,19%,nt,i,0%,-3,nt,-1%,6%,-12%
O=C(NCCSc1c[nH]c2ccccc12)C1CC1,15%,6%,1%,-1%,2,-8%[59 µM],-1%,-6%,-6%
CCCCNC(=O)c1cn(CC)c2ccc(S(=O)(=O)N3CCCCCC3)cc2c1=O,43%[activator],0%,-9%,-19%,11,24%,-7%,2%,2%
COC(=O)C(C(=O)Nc1cccc(Cl)c1C)C1CCCC1 (stereo unspecified),18%,-15%,i,5%,-2,0%,4%,1%,-13%
Cc1ccc(S(=O)(=O)N2CCOCC2)cc1C(=O)N1CC(C)OC(C)C1 (stereo unspecified),21%,8%,-3%,3%,0,-3%,9%,6%,-12%

SMILES,HP1b binding inh,BAZ2B block,PGK inhibitor,GLS inhibitor,PI4K2A block,G9a inh,ERG Ets-DNA blk,Pin1 inh,JMJD2A Tudor
O=c1[nH]c(Cc2cccs2)nc2ccccc12,31%[activator],-7%,-3%,-17%,-3,5%[2.33 µM],-22%,-5%,-8%
CN(C)CCNc1ccc(-c2n[nH]c(=O)c3ccccc23)cc1[N+](=O)[O-],5%,-1%,-1%,9%,3,-1%,11%,-2%,-29%
CCOC(=O)N1CCC(NC(=O)c2cc(C(=O)NC3CCN(Cc4ccccc4)CC3)ccc2CO)CC1,38%,?,3%,12%,-1,25%[59 µM],22%,-2%,-1%
COc1cc(/C=C/C(=O)Nc2nnc(CC(C)(C)C)s2)cc(OC)c1OC,?,-11%,6%,10%,-24,2.2µM*,-5%,-2%,?
O=C(O)C1C2C=CC(O2)C1C(=O)Nc1ccc(S(=O)(=O)Nc2ccccc2)cc1 (stereo unspecified),?,-4%,i,2%,10,?,2%,0%,79µM*
Cc1cccc(NC(=O)CN2C(=O)COc3ccc(Cl)cc32)c1C,52%[activator],-3%,-6%,-1%,-5,26%,-7%,-5%,1%
CCOC(=O)N1CCN(S(=O)(=O)c2ccc(NC(C)=O)cc2)CC1,46%[activator],2%,-3%,-2%,-5,nt,-13%,-2%,-17%

High-throughput results as filed in PubChem.

This is a random part of the collection, and some 11% of all compounds hit somewhere here.
